# Screens (PubChem BioAssay)
# INS promoter inh – TRM-6 insulin promoter activity inhibition | TRM-6 cells (human fetal islet line), insulin promoter-eGFP reporter, imaging; reporter expression induced with tamoxifen | inhibition, % at 2 µM | hit rate 0.9% among 130,000 | AID 1273;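 active = inhibition above the mean plus 3 SD, with well images judged a real hit on visual review, cut at about 60% in these data, passing the limit was not always enough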
# SDO1 yeast rescue – compounds rescuing growth of sdo1-depleted yeast, bone marrow failure model. AID 817. S. cerevisiae sdo1-depleted JHY4D growth rescue, OD600 30 h; stronger effect = higher value; pdr5 snq2 efflux-pump mutant strain. hit rate 0.21% among 140,000. z-score at 10 µM;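 active = z-score above 3 at both the 24 hr and the 30 hr optical density reads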;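 note: z-score against mean and SD of all compound wells on the same plate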
# SDO1 yeast rescue Rescue 24 h – recorded beside SDO1 yeast rescue, whose call it bears; z-score; S. cerevisiae sdo1-depleted JHY4D growth rescue, OD600; measured here: growth rescue at 24 h;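 0 is the plate mean of compound wells and units are plate SD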
# An asterisk follows results filed as active; i = inactive; · = not tested or not shown.
SMILES,INS promoter inh,SDO1 yeast rescue,SDO1 yeast rescue Rescue 24 h
CCC(=O)Nc1ccc(-c2nnc(SCC(=O)N3CCCCC3)n2C)cc1,-3,0.28,-0.66
Cc1cc(C(=O)COc2cccc3cccnc23)c(C)n1C,-4,-1.5,-1.7
NC(=S)N/N=C/c1ccc(C(F)(F)F)cc1,0,-0.51,0.22
Cn1c(SCC(=O)N2CCCC2)nnc1-c1ccc(S(=O)(=O)N2CCCC2)cc1,31,1,0.33
CCCCOC(=O)C1C2C=C[C@]3(CN(CCCOC)C(=O)[C@H]13)O2 (stereo not given in full),-86,0.07,0.04
Cc1ccc(-c2cn3cccnc3n2)cc1NC(=O)c1c(-c2ccccc2Cl)noc1C,9,-0.52,0.43
NS(=O)(=O)c1ccc(NC(=O)COC(=O)C2(c3ccc(F)cc3)CCCC2)cc1,-19,0.64,1.1
O=c1[nH]c2ccc(N=Cc3c(O)ccc4cc(Br)ccc34)cc2[nH]1,6,-0.31,1.1
O=S(=O)(c1ccc(Oc2ccc(Br)cc2)cc1)N1CCOCC1,-112,-3.4,-2
Cc1ccc(C(=O)NCC(=O)N/N=C/c2cccs2)cc1[N+](=O)[O-],0,·,·
O=C(Cc1ccc2c(c1)OCCO2)N1CCN(S(=O)(=O)c2cccs2)CC1,30,·,·
CCN(CC)S(=O)(=O)c1ccc(S(=O)(=O)N2CCN(C(=O)c3ccco3)CC2)cc1,56,-0.81,-0.26
CC1CCCCN1C(=O)CSc1nc(-c2ccccc2)cc(=O)[nH]1 (stereo not given),17,0.41,0.62
Cn1c(SCc2ccccn2)nnc1-c1cnccn1,-16,0.52,0.62
CSc1nnc(Cc2cc(=O)[nH]c(=O)[nH]2)n1-c1cc(C)ccc1C,·,-0.16,-1
CCc1nn(C(C)C(=O)NCCc2ccc(OC)c(OC)c2)c(=O)c2cc3occc3n12 (stereo not given),-37,-0.48,-0.91
Cc1cc(C)nc(N2CCC(C(=O)NCc3cccs3)CC2)n1,·,0.21,0.24
COC(=O)c1ccc(NC(=O)CN2CCN(c3cccc(Cl)c3)CC2)cc1,·,-2.6,-1.6
CCCCOc1ccc(NC(=O)C(=O)NCCCn2ccnc2)cc1,59,0.47,-0.73
CCOC(=O)C1(c2nc(N)cs2)COC(=O)C1 (stereo not given),·,0.13,0.12

# Some of the entries so far, with two lines to a compound.
# Sequence of screens – INS promoter inh | SDO1 yeast rescue | SDO1 yeast rescue Rescue 24 h
> Cn1c(SCC(=O)N2CCCC2)nnc1-c1ccc(S(=O)(=O)N2CCCC2)cc1
    31 | 1 | 0.33
> CCCCOc1ccc(NC(=O)C(=O)NCCCn2ccnc2)cc1
    59 | 0.47 | -0.73
> CCCCOC(=O)C1C2C=C[C@]3(CN(CCCOC)C(=O)[C@H]13)O2 (stereo not given in full)
    -86 | 0.07 | 0.04
> O=C(Cc1ccc2c(c1)OCCO2)N1CCN(S(=O)(=O)c2cccs2)CC1
    30 | · | ·

# Further results follow.
SMILES,INS promoter inh,SDO1 yeast rescue,SDO1 yeast rescue Rescue 24 h
O=C(COc1ccc(Cl)cc1Cl)N1CCCC1,3,0.62,0.58
CCCc1nnc(NC(=O)c2ccc([N+](=O)[O-])cc2)s1,-30,-0.15,-0.07
Fc1ccc(CNc2nc3ccccc3n3nnnc23)cc1,·,-0.19,0.54
CCC(Cc1ccccc1)NC(=O)C1CCN(S(=O)(=O)c2c(C)noc2C)CC1 (stereo not given),-150,-0.42,-0.92
CCOC(=O)CN(C(=O)c1ccccc1)c1ccccc1C,-32,1.7,3
CC1Cc2ccccc2N1C(=O)CSc1nc2c(c(=O)n(C)c(=O)n2C)n1Cc1ccccc1 (stereo not given),·,-0.74,0.24
COc1cc(/C=N/N2C(=O)c3ccccc3C2=O)ccc1O,-47,1.8,2
O=S(=O)(/C=C/c1ccccc1)Nc1ccc2c(c1)OCO2,33,0.68,0.47
O=C(NCc1ccccc1)c1ccc(Oc2ccc(C(=O)NCc3ccccc3)cc2)cc1,42,-0.57,0.29
COCCNC(=O)Cn1cc2c(n1)CCCCC2,14,-0.32,-0.76
O=C(c1cn(-c2ccccc2)nc1-c1ccncc1)n1nnc2ccccc21,-69,·,·
CCn1cc(C2=NC(C)CO2)c2ccccc21 (stereo not given),84*,0.66,1.2
CCN1c2ccccc2-c2nc3ccccc3n2C1c1ccncc1 (stereo not given),·,-0.12,0.06
c1ccc(-c2nnc3n2CCCC3)cc1,·,0.49,0.41
c1ccc2c(c1)oc1c(NCCCn3ccnc3)ncnc12,21,-0.6,-0.99
CC(C)[C@H]1CC[C@@H](C)C(C(=O)c2ccccc2)C1=O (stereo not given in full),-3,-0.79,-1.2
CCc1ccccc1NC(=S)NCc1ccc2c(c1)OCO2,·,-0.25,-0.33
CC(=O)c1cccc(N=c2scc(-c3ccc(S(=O)(=O)N4CCOCC4)cc3)n2CCO)c1,·,-0.14,-0.85
CC1(C)CC(C)(c2ccc(O)cc2O)N(c2cccc(Cl)c2)C(=S)N1 (stereo not given),18,0.79,0.13
COC(=O)c1ccc(CS(=O)(=O)c2ccc(C)cc2)cc1,-33,-0.62,-0.77

# Arranged by length of the SMILES (falling): some entries from above
SMILES,INS promoter inh,SDO1 yeast rescue,SDO1 yeast rescue Rescue 24 h
CC1Cc2ccccc2N1C(=O)CSc1nc2c(c(=O)n(C)c(=O)n2C)n1Cc1ccccc1 (stereo not given),·,-0.74,0.24
O=C(c1cn(-c2ccccc2)nc1-c1ccncc1)n1nnc2ccccc21,-69,·,·
CC(C)[C@H]1CC[C@@H](C)C(C(=O)c2ccccc2)C1=O (stereo not given in full),-3,-0.79,-1.2
CCCc1nnc(NC(=O)c2ccc([N+](=O)[O-])cc2)s1,-30,-0.15,-0.07
COC(=O)c1ccc(CS(=O)(=O)c2ccc(C)cc2)cc1,-33,-0.62,-0.77
O=C(COc1ccc(Cl)cc1Cl)N1CCCC1,3,0.62,0.58

# Next entries
SMILES,INS promoter inh,SDO1 yeast rescue,SDO1 yeast rescue Rescue 24 h
O=S(=O)(/N=C(/Sc1ccccc1)c1ccccc1)c1ccccc1,21,-0.87,-0.48
Cn1c(=O)c2c(nc(N3CCNCC3)n2Cc2ccccc2Cl)n(C)c1=O,36,·,·
CCOC(=O)c1ccc(NC(=O)Nc2ccc(OC)c(OC)c2)cc1,67,-0.22,-0.37
Cn1c(SCC(N)=O)nnc1C1CCN(S(=O)(=O)c2ccccc2C(F)(F)F)CC1,12,0.75,0.77
Cc1nnc(N2C(=O)c3oc4ccccc4c(=O)c3C2c2ccco2)s1 (stereo not given),20,-0.38,-0.52
Cc1cccc(OCCNc2cc(N3CCN(C)CC3)ccc2[N+](=O)[O-])c1,3,-0.5,-0.63
CC(C)CCNC(=O)C(c1ccco1)N(Cc1ccccc1)C(=O)c1snc(C(N)=O)c1N (stereo not given),-56,0.23,0.32
Cc1c(C=O)c2ccccc2n1CC(=O)N1CCc2ccccc2C1,-57,1.4,1.8
Cc1ccccc1C(=O)NNC(=O)C1CCCN(c2ncccn2)C1 (stereo not given),37,0.61,0.69
O=C1/C(=C\c2ccccc2Cl)SC(=S)N1CCC(=O)N1CCCc2ccccc21,22,0.18,0.35
c1ccc(CSc2nnc3ccc(-c4ccco4)nn23)nc1,-11,·,·
Cc1cc(C)c2nc(N3CCC(C(=O)NCCCN4CCCCC4)CC3)sc2c1,i,-0.08,-1.1
C/C=C/c1ccc(OCCCCn2cncn2)c(OC)c1,-19,0.3,0.04
O=[N+]1C2=C(CCCC2)N([O-])C12CCCC2,-136,-0.39,-0.88
Cn1c(=O)c2c(-c3ccccc3)n(-n3cnnc3)cc2n(C)c1=O,·,0.76,0.87
COc1ccc(OC)c(NC(=S)NCCN2CCOCC2)c1,36,3.9*,4.6*
COc1ccc(N2CCN(CCCNC(=O)C3CCCN(S(=O)(=O)c4cnc[nH]4)C3)CC2)cc1 (stereo not given),-71,0.29,-0.14
CCOC(=O)c1c(C)n(OCc2ccccc2)c2ccc3nonc3c12,·,-0.34,1.3
Cc1cc(Cl)c(S(=O)(=O)Nc2ccon2)cc1OCC(=O)NC1CCCCC1,20,1.3,1.4
N#Cc1c(SCC(N)=O)nc2c(c1-c1ccc(OCc3ccccc3)cc1)CCCC2,-12,·,·
O=C(COC(=O)c1ccc2ccccc2c1)Nc1ncc(C(F)(F)F)cc1Cl,-27,-1.4,-1.1
CCOC(=O)Cn1c(S(=O)(=O)Cc2ccccc2)nc2ccccc21,·,0.74,1
COc1ccc(-n2nnnc2SCC(=O)c2cccc(OC)c2)cc1,·,-0.8,-0.32
O=C(COc1cccc2ccccc12)NNC(=O)[C@@H]1CCCC[C@@H]1C(=O)O,-30,0.49,-0.23
CN1CCN(/C=N/c2sc3c(c2C#N)CCCCC3)CC1,·,-0.27,-0.06
CCOc1ccc(C(=O)c2nc3c(n2O)CCCC3)cc1,·,0.15,0.17
CCOc1ccc(CCNC(=O)C2CC(=O)N(C3CCCC3)C2)cc1OCC (stereo not given),44,0.52,-0.88
COc1ccc(NC(=O)c2cc(S(=O)(=O)N3CCOCC3)cs2)cc1,-24,·,·
CCC(C)(C)N1CC(=O)N(Cc2ccccc2)C(c2ccc(OC)cc2)C1=O (stereo not given),-73,-2.4,-1.6
COc1ccc(-c2noc(CCCc3ccccc3)n2)cc1OC,·,-0.37,-0.82
Cc1nc2ccccc2c2oc(C(=O)NCCN3CCN(C)CC3)cc12,·,0.22,-0.19
O=C(NC1CCCCC1)C(c1ccc(Cl)cc1)N(C(=O)c1cnccn1)c1ccc2c(c1)OCO2 (stereo not given),-35,-0.94,-1.4
CCOC(=O)N1CCN(C(=O)CS(=O)(=O)Cc2nc(-c3ccccc3C)oc2C)CC1,·,2.1,2.2
Cc1cc(C)n2cc(CSCc3ccccc3)nc2n1,·,1.4,2
O=C(Cn1ccc([N+](=O)[O-])n1)NCc1cccnc1,-12,·,·
O=C(OC(C(=O)NC1CCCC1)c1cccnc1)C1=Cc2ccccc2OC1 (stereo not given),-62,-0.57,-0.58
CCC(=O)NCCNc1nc2cc(C)cc(C)c2cc1C#N,-22,·,·
O=C(NC1CCCCC1)NC1CCN(S(=O)(=O)Cc2ccccc2)CC1,25,1.3,0.69
COc1ccc(OCCC(=O)OCC(=O)Nc2ccc(S(=O)(=O)N3CCOCC3)cc2)cc1,-9,·,·
CCN(CC)S(=O)(=O)c1ccc(S(=O)(=O)N(Cc2ccccn2)Cc2ccco2)cc1,19,-0.1,0.18
Cc1cc(Br)ccc1NC(=O)CNC(=O)CN(C)Cc1nc2ccccc2c(=O)[nH]1,55,-0.12,-0.78
CSc1ccccc1NC(=O)CN(Cc1ccc(Cl)cc1)S(C)(=O)=O,35,-0.18,0.52
CCCc1cc2c(=O)c(-c3ccc4c(c3)OCCO4)c(C)oc2cc1OS(C)(=O)=O,-19,-1.5,-1.4
ClCc1csc(-c2ccc(Cl)cc2)n1,·,0.52,-0.79
N#Cc1ccc(/C=N/NC(=O)CCc2ccc(S(=O)(=O)N3CCOCC3)cc2)cc1,·,0.16,-0.22
CC1CC(C)CN(C(=O)COC(=O)CNS(=O)(=O)/C=C/c2ccccc2)C1 (stereo not given),·,1.9,2.3
Clc1ccc(Oc2nnnn2-c2ccccc2)cc1,-46,-0.36,-1
CC#CCCCC(=O)Nc1ccccc1C(=O)O,36,-0.23,-0.11
Cc1ccc(CSc2nc3ccncc3[nH]2)cc1,·,-0.28,1.4
Cc1cc(C)cc(OCC(=O)NCc2nc(-c3ccccc3)no2)c1,-6,-1.3,-0.59
CCn1c(O)c(N=NC(=O)Cn2ccc(C(F)(F)F)n2)c2ccccc21,10,0.66,1.1
O=C(c1csc2c1CCCC2)N1CCN(c2ncccn2)CC1,-19,-0.22,-0.32
O=C(NC(Cc1ccccc1)C(=O)O)/C(=C\c1ccco1)NC(=O)c1ccco1 (stereo not given),38,·,·
O=C(NC1CCCc2ccccc21)c1ccc(S(=O)(=O)N2CCOCC2)cc1 (stereo not given),17,·,·
CCOc1ccc(OCC)c(NC(=O)CN2CCN(c3cc(C)ccc3C)CC2)c1,0,-0.49,0.11
CCN(CC)C(=O)C1CCN(CC2CC=CCC2)CC1 (stereo not given),7,0.26,1.1
Cc1n[nH]c(=O)nc1NC(C)c1ccccc1 (stereo not given),33,0.72,-0.24
COc1ccc([N+](=O)[O-])cc1NC(=O)Cn1ccsc1=N,·,0.72,-0.07
CN(C)c1nc(Oc2ccc(C(=O)OCC(=O)Nc3ccccc3)cc2)nc(N(C)C)n1,8,-1.3,-0.41
COc1ccc(CCN2CN(S(=O)(=O)c3ccccc3)c3nc4ccccc4nc32)cc1,·,-0.78,-0.8

# (listing goes on)
SMILES,INS promoter inh,SDO1 yeast rescue,SDO1 yeast rescue Rescue 24 h
O=C(CSc1nnc(-c2ccc(Cl)s2)o1)N1CCOCC1,-62,·,·
O=C(CSc1ccsc1[N+](=O)[O-])NCCc1ccccc1,12,1.3,2.1
COc1cc(/C=N/NC(=O)c2csc3c2CCCC3)cc(OC)c1O,19,0.31,0.08
O=C1CCC(/C=C/c2ccccc2)=NN1Cc1ccccc1Cl,·,-1.1,-0.55
Cc1ccc(N(CC(=O)N2CCOCC2)S(C)(=O)=O)cc1C,-15,0.85,0.52
CCn1cc(C(=O)NC(=S)Nc2cccc(O)c2)cn1,13,0.86,1.1
COc1ccc(CC(=O)Oc2cc(C)[nH]c(=O)c2[N+](=O)[O-])cc1,-47,0.3,0.3
CCCCSc1nnc2nc(C)cc(C)n12,·,0.23,-0.2
C=C(C)c1nc(N)nc(N)n1,·,-0.2,-0.16
CCOC(=O)N1CCN(C(=O)c2ccc3c(c2)NC(=O)C(N2CCOCC2)S3)CC1 (stereo not given),-23,0.18,-0.14
